Screening data (PubChem BioAssay)
VLA-4 allo ag: allosterically activates the human VLA-4 integrin | P13612 | Jurkat cells, LDV-FITC binding, flow cytometry | activation, % at 10 µM (by protocol) | 24,000 tested, under 10 active | AID 528;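 active = fluorescent ligand binding to cells raised by more than 40% of the manganese-induced maximum; inconclusive = compound's own fluorescence above 85% of the ligand control signal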;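 also: 0% = ligand binding without compound and 100% = manganese-stimulated maximal binding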
Target sequence (P13612 whole entry, looked up): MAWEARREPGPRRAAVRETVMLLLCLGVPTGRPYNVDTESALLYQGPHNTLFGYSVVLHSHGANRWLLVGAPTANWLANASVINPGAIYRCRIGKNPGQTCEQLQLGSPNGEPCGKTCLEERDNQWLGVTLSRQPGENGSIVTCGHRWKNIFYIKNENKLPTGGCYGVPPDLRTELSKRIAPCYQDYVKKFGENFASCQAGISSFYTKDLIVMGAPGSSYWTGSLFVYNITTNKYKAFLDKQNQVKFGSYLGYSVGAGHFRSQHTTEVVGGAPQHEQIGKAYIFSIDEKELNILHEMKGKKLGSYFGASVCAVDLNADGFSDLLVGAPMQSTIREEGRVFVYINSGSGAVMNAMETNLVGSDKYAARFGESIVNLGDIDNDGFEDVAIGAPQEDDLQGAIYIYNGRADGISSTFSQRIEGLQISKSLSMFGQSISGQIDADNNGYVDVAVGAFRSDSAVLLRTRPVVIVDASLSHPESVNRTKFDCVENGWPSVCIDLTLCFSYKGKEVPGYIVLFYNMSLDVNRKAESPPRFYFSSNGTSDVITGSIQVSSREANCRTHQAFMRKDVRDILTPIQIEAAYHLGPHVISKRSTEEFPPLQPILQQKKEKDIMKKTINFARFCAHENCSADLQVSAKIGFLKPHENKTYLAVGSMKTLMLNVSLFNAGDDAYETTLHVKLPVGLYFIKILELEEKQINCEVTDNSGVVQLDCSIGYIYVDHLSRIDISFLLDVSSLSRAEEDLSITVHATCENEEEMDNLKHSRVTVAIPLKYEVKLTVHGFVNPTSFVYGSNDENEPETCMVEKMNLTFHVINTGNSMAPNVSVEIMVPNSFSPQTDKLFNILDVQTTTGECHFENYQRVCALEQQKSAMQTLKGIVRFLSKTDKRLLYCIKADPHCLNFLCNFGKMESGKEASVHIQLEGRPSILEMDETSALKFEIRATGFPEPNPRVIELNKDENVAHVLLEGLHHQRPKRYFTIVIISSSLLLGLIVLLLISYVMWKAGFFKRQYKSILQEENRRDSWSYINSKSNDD
Prostate diff: LNCaP prostate cell differentiation activation; flow cytometry side scatter, 4 d; actives 0.56% (n = 24,000); side scatter shift, % at 10 µM;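 active = side scatter shift above 30%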;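 also: androgen-responsive LNCaP prostate cancer cells in charcoal-stripped serum medium; percent of cells past a gate set so DMSO wells show 10% shift; higher shift means more granular cells and more differentiation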
VLA-4 antagonist: inhibition of LDV-FITC ligand binding to human VLA-4 integrin; P13612; Jurkat cells, LDV-FITC binding with Mn2+, flow cytometry; 100% = Mn2+-driven binding gain fully reversed; inhibition, % at 10 µM (by protocol); actives 0.2% (n = 24,000); AID 529;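 active = inhibition above 50%; inconclusive = compound itself fluorescent, judged against control cell fluorescence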;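 also: 0% = Mn2+ stimulated cells lacking compound and 100% = ligand binding without Mn2+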
Autofluor Jurkat: autofluorescence counter-screen for VLA-4 integrin assays; fluorescence ratio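 (tested at 10 µM compound in the well)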; Jurkat cells, compound autofluorescence, flow cytometry; stronger effect = higher value; 1 = vehicle-only cell background; actives 0.61% (n = 24,000);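 active = fluorescence ratio above 2.44, which is 1 plus 3 SD of all ratios; inconclusive = signal too bright to measure linearly, ratio around 10 or more; inactive = fluorescence ratio below 2.44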;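 also: green fluorescence of cells measured with 488 nm excitation and 530 nm emission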
* hit, by the source's call; ? = inconclusive. This is a subset; the hit share may differ from the screen's.

SMILES	VLA-4 allo ag	Prostate diff	VLA-4 antagonist	Autofluor Jurkat
c1ccc(-n2ncc3c(N4CCCCC4)ncnc32)cc1	0	8	-1	1.1
CCn1c2ccccc2c2nnc(SCC(=O)Nc3ncccn3)nc21	4	8	3	0.97
O=C(Cn1ncc2c(=O)oc3ccccc3c21)Nc1nc2ccccc2s1	-6	6	2	1
Cc1cccc(CCNC(=O)CN(C)S(=O)(=O)c2ccc3c(c2)c(=O)n(C)c(=O)n3C)c1	-1	6	-5	0.97
CCOC(=O)N1CCN(c2c(N3CCN(c4cccc(C(F)(F)F)c4)CC3)c(=O)c2=O)CC1	-2	19	2	1.1
CCc1ccc(Cn2nnc(C(=O)NCc3ccccc3OC)c2N)cc1	9	7	-8	0.97
Cc1ccc(-n2ncc3c(=O)[nH]c(SCC(=O)N4CCCc5ccccc54)nc32)cc1	?	7	?	1
Cn1nnnc1SCC(=O)NCc1ccco1	2	5	-20	1
CCOC(=O)Cn1c(=O)oc2cc(S(=O)(=O)N3CCn4c3nc3ccccc34)ccc21	?	0	?	1.2
CCCCOc1ccc(OCCCC)c2c1NC1(N2)C(=O)N(C(C)=O)c2ccccc21	-2	1	5	1
COC(=O)c1cc(-c2ccc(Br)cc2)on1	?	14	?	1.4
CC(C)CNS(=O)(=O)c1ccc(S(=O)(=O)N2CCN(CCC#N)CC2)cc1	-4	5	-11	0.99
COc1ccccc1NS(=O)(=O)c1ccc(Br)s1	-1	8	-4	1.1
CCOC(=O)c1c(C)c(C(=O)Nc2cc(F)ccc2F)c(C)n1C	?	12	?	1.3
Cc1ccnc(NC(=O)C2CCN(S(=O)(=O)c3cccc4nonc34)CC2)c1	-9	19	11	1
CCOc1ccc(OCC)c(NC(=O)CN2CCN(C(=O)c3ccco3)CC2)c1	-2	8	6	1.1
Cc1ccc2occ(CN3CCN(c4ccccc4)CC3)c(=O)c2c1	5	5	-24	0.93
COc1ccccc1N1CCN(c2cc(N3CCCC3)nc(C)n2)CC1	6	13	-3	1.1
COc1ccc(-c2nnc(-c3cccs3)o2)cc1OC	?	11	?	1.1
COC(=O)c1ccc(/C(O)=C(\C#N)c2nc3ccccc3s2)cc1	?	12	?	2.7*
COc1ccc(OC)c(C2CC(=O)NC(SC)=C2C#N)c1 (stereo unspecified)	-1	4	-10	1.1
O=C(CCC(=O)N1CCc2ccccc2C1)N1CCN(S(=O)(=O)c2ccccc2)CC1	2	7	-2	1
O=C1CCCc2[nH]nc(-c3cccnc3)c21	6	4	0	0.93
COc1ccc2oc(C(=O)C3CC3)c(NC(=O)CCCN3C(=O)c4ccccc4C3=O)c2c1	6	9	17	0.92
C=CCNC(=O)c1oc2ccc(S(=O)(=O)N(CC)CC)cc2c1C	1	6	9	1
SMILES	VLA-4 allo ag	Prostate diff	VLA-4 antagonist	Autofluor Jurkat
COc1cccc(N2CCN(CC(=O)c3c[nH]c4ccc(OC)cc34)CC2C)c1 (stereo unspecified)	-2	13	5	1.4
COCC(=O)Nc1sc2c(c1C(=O)OC)CCC(C)C2 (stereo unspecified)	-4	25	8	1
COC(=O)n1ccc(C(=O)Nc2ccccc2F)n1	6	6	-60	1.1
CCOc1ccc(OCC)c(Nc2cc(C)nc3nc(C)nn23)c1	3	11	-5	0.93
CCn1c(C)nc2cc(C(=O)OC(C(F)(F)C(F)F)C(F)(F)C(F)F)ccc21	-10	8	-8	1.1
CCCCCCNS(=O)(=O)c1ccc(Cl)s1	-5	10	-12	1
CCn1c(SCC(N)=O)nnc1-c1ccc(S(=O)(=O)N2CCN(C)CC2)cc1	-6	15	6	1
O=C(CSC1=NCCS1)Nc1nc2c(s1)CCCC2	?	10	?	1.1
CCOc1cc(C(=O)NCc2nnc(SCC(=O)OC)n2C)cc(OCC)c1OCC	0	2	0	1
CCOC(=O)CC(N)c1ccc(OC)cc1 (stereo unspecified)	1	5	7	0.97
CC(C)(C#N)Nn1cnnc1	-5	4	-9	0.96
Cn1nnnc1SCc1cc(=O)[nH]c2ccccc12	-4	13	3	1.1
CC12CC(NC(=O)N1c1cccc(C(=O)Nc3ncn[nH]3)c1)c1ccccc1O2 (stereo unspecified)	2	5	8	1
Cc1ccccc1S(=O)(=O)Cc1ccc(C(=O)NCCN2CCN(Cc3ccccc3)CC2)o1	-1	2	-9	1
COc1ccccc1S(=O)(=O)Cc1ccc(C(=O)N2CCN(c3ccccc3)CC2)o1	-4	7	3	1.1
Cc1nc2ccc(S(=O)(=O)NCC(=O)N(C)Cc3ccco3)cc2s1	1	5	-9	1
CC1=C(C(=O)Nc2cccnc2)C(c2ccncc2)n2nnnc2N1 (stereo unspecified)	?	3	?	1
CCn1cc(C(=O)N2CCCC2)c(=O)c2cc(S(=O)(=O)N(C)C)ccc21	0	6	-9	1
CCn1c(C(=O)N2CCCC(C(=O)NCCCc3ccccc3)C2)cc2sccc21 (stereo unspecified)	-6	10	-4	1.1
COc1cccc(C2CC(=O)N3CN(c4cccc(Cl)c4C)CSC3=C2C#N)c1OC (stereo unspecified)	0	12	3	1
O=C(NC1CCS(=O)(=O)C1)c1c(NC(=O)C2COc3ccccc3O2)sc2c1CCCC2 (stereo unspecified)	4	5	-10	0.98
N#CC1=C(SCC(=O)c2cc3ccccc3oc2=O)NC(=O)C(C#N)C12CCCC2 (stereo unspecified)	-36	14	68*	1.2
COc1cccc(NC(=O)CCS(=O)(=O)c2cccs2)c1	?	8	?	1.6
COc1cccc(CN(C(=O)c2cc3ccccc3oc2=O)C2CC2)c1	0	12	-24	1
CCCN(CCC)C(=O)Cn1c(=O)n(CCCCC(=O)NC2CCCC2)c(=O)c2ccccc21	0	8	-4	1.1
SMILES	VLA-4 allo ag	Prostate diff	VLA-4 antagonist	Autofluor Jurkat
O=P(CCNCc1ccco1)(c1ccccc1)c1ccccc1	2	13	3	1.1
CC(C)C(=O)Nc1nnc(CCc2nnc(NC(=O)C(C)C)s2)s1	0	9	-2	1
COc1cccc(-c2cc(C(F)(F)F)nc(-n3cncn3)n2)c1	-3	5	2	1.1
Cn1c(=O)cc(OCCCC(=O)NCc2ccc3c(c2)OCO3)c2ccccc21	4	6	-2	1
O=c1cc(-c2ccco2)oc2ccc(Cl)cc12	-5	13	8	1
CCc1nnc(NC(=O)C2Cc3ccccc3CN2S(=O)(=O)c2cccs2)s1 (stereo unspecified)	2	4	-18	0.98
O=c1c2ccccc2nc2c3ccccc3c(N3CCOCC3)nn12	-3	9	-12	1.1
Brc1cccc(-c2nnc3sc(CN4CCC5(CC4)OCCO5)cn23)c1	?	5	?	1.1
CC(=O)N1CCN=C1SCc1cccc(C(F)(F)F)c1	-1	5	-4	0.98
O/N=C1/CCSc2ccccc21	-2	8	-9	1.1
Cn1c(=O)oc2cc(S(=O)(=O)N3CCCC(C(=O)NCCN4CCOCC4)C3)ccc21 (stereo unspecified)	4	6	-2	1
COc1ccc(-c2cnc(SCC(=O)Nc3ccc4c(c3)OCO4)n2Cc2ccco2)cc1	-19	11	24	1.1
O=C(CSc1oc(-c2ccco2)nc1S(=O)(=O)c1ccc(F)cc1)NCC1CCCO1 (stereo unspecified)	-1	3	6	1.1
C=CCn1c(=O)[nH]c2cc(C(=O)N3CCN(c4ccc(C(C)=O)cc4)CC3)ccc2c1=O	7	11	-17	1.1
COCCn1c(=S)[nH]c2cc(C(=O)N3CCN(Cc4ccc5c(c4)OCO5)CC3)ccc2c1=O	?	1	?	1.1
CCOCCCNC(=O)c1ccc2c(c1)N(Cc1ccccc1)C(=O)CS2=O (stereo unspecified)	0	2	-12	1
COc1ccc(-c2nc(SC)n(S(=O)(=O)c3ccccc3)n2)cc1	-5	14	-4	1.1
c1ccc(OCc2nnc3sc(C4COc5ccccc5O4)nn23)cc1 (stereo unspecified)	3	4	-21	1.1
Cc1ccc(-c2cn3c(=S)[nH]nc3s2)cc1	-1	1	-10	1.1
O=C(O)CN1C(=O)CNC1=O	?	5	-11	0.94
Cc1onc(-c2ccccc2)c1C(=O)N1CCCSC1=Nc1ccccc1	-6	12	1	1.1
Nc1nc(Nc2ccc(Cl)cc2Cl)nc(C(F)(F)F)n1	2	1	-18	1
COCCNC(=O)c1cc2c(=O)n(C)c3ccccc3c2n1C	?	5	?	0.8
CCCN(C(=O)CSc1nnc(-c2ccoc2C)n1N)C1CCS(=O)(=O)C1 (stereo unspecified)	-7	4	-12	0.89
O=C(Nc1nccs1)C(NS(=O)(=O)c1ccc(Br)s1)c1ccccc1 (stereo unspecified)	5	11	-13	1
SMILES	VLA-4 allo ag	Prostate diff	VLA-4 antagonist	Autofluor Jurkat
COc1ccc(N2C(=O)CCC(C(=O)N3CCCCC3)C2c2ccc(F)cc2)cc1 (stereo unspecified)	8	5	-27	1
COc1ccc(S(=O)(=O)N2CC3C4C=CC(C4)C3C2)cc1 (stereo unspecified)	-7	12	-26	1
COCCCNC(=O)c1ccc2c(=O)n(C3CCCC3)c(=S)[nH]c2c1	?	9	?	1.1
O=C(CSc1nnc(CNC(=O)c2cccs2)o1)c1ccccc1	-1	4	17	1
O=c1c2[nH]c3ccc(F)cc3c2ncn1CCN1CCN(Cc2ccccc2)CC1	-4	9	12	1.1
CCN(CC)CCNC(=O)CCn1c(=S)[nH]c2cc3c(cc2c1=O)OCO3	-3	3	-16	1
Cc1cc(Cl)c(S(=O)(=O)NC2CCCCC2)cc1OCC(=O)Nc1nncs1	-8	7	0	1
CCCCNC(=O)CC1N=C2c3ccccc3N=C(SCC(=O)Nc3ccccc3C)N2C1=O (stereo unspecified)	-3	4	7	1.1
CCCCOC(=O)Cn1c(=N)n(CCN2CCOCC2)c2ccccc21	8	2	-18	1
c1ccc(-n2ncc3c(NC4CCCCCC4)ncnc32)cc1	2	2	-3	0.99
CCOC(=O)N1CCC(NC(=O)C2CCN(Cc3nc(-c4ccc(CC)cc4)oc3C)CC2)CC1	?	6	?	0.91
O=C(O)CSc1nc2c(c(=O)[nH]1)CCCC2	8	5	-8	1
Cc1ccc(-c2nc(S(=O)(=O)c3ccc(F)cc3)c(SCC(=O)NCC3CCCO3)o2)cc1 (stereo unspecified)	-4	7	4	1
CCCCCn1c(CN2CCN(c3cccc(Cl)c3)CC2)nc2c1c(=O)[nH]c(=O)n2C	-10	0	-10	1.2
COc1cc2c(=O)nc3n(c2cc1OC)C(c1ccccc1)N=C(N)N3 (stereo unspecified)	-7	2	-15	0.97
CCn1c(=O)c2cc(C(=O)N3CCCC3)sc2c2ccccc21	-1	7	-3	0.98
COc1ccc(CCNC(=O)c2ccc(N3CCCC3=O)cc2)cc1OC	8	4	-25	0.97
O=C(NCCN1CCCCCC1)C1CCN(S(=O)(=O)N2CCOCC2)CC1	9	15	-9	0.94
CCOC(=O)c1ccccc1NC(=O)c1c(O)c2ccccc2n(CC)c1=O	-6	7	0	1.1
COc1ccc(CCNS(=O)(=O)c2cccc3nsnc23)cc1OC	-3	4	-12	1.1
CC1(C)NC(=O)N(CNc2cc(Cl)ccc2Cl)C1=O	-5	10	12	0.97
O=C(NCCN1CCOCC1)c1cc(=O)[nH]c2ccc(Br)cc12	12	12	-5	1
CCc1c(C(=O)Nc2ccc(OC)cc2)[nH]c(C)c1C(C)=O	2	11	10	1.1
CC(=O)N1CCCc2cc(S(=O)(=O)N(C)Cc3ccccc3)ccc21	-20	12	-14	1
COc1ccc(CCn2c(=N)c(C#N)cc3c(=O)n4ccccc4nc32)cc1	2	15	-17	1
COc1cc2c(cc1OC)C(c1ccccc1O)N(C1CC(=O)N(c3ccccc3)C1=O)CC2 (stereo unspecified)	4	3	-32	0.99
Cc1cc2c(=O)n(Cc3ccco3)c(SCC(=O)NCc3ccco3)nc2s1	-6	10	-8	1
CC1Cc2ccccc2N1C(=O)C1CCCN(S(=O)(=O)c2cccc3cccnc23)C1 (stereo unspecified)	?	8	?	3.6*
COC(=O)c1ccc(C(=O)OC)c(NC(=O)c2oc(C)nc2C)c1	-1	7	-4	1.1

In the list so far, these have a cyano group:
SMILES	VLA-4 allo ag	Prostate diff	VLA-4 antagonist	Autofluor Jurkat
CC(C)CNS(=O)(=O)c1ccc(S(=O)(=O)N2CCN(CCC#N)CC2)cc1	-4	5	-11	0.99
COC(=O)c1ccc(/C(O)=C(\C#N)c2nc3ccccc3s2)cc1	?	12	?	2.7*
COc1ccc(OC)c(C2CC(=O)NC(SC)=C2C#N)c1 (stereo unspecified)	-1	4	-10	1.1
CC(C)(C#N)Nn1cnnc1	-5	4	-9	0.96
COc1cccc(C2CC(=O)N3CN(c4cccc(Cl)c4C)CSC3=C2C#N)c1OC (stereo unspecified)	0	12	3	1
N#CC1=C(SCC(=O)c2cc3ccccc3oc2=O)NC(=O)C(C#N)C12CCCC2 (stereo unspecified)	-36	14	68*	1.2
COc1ccc(CCn2c(=N)c(C#N)cc3c(=O)n4ccccc4nc32)cc1	2	15	-17	1

Part of the list above with just Autofluor Jurkat:
mol | Autofluor Jurkat
COc1ccc(CCNC(=O)c2ccc(N3CCCC3=O)cc2)cc1OC | 0.97
COc1ccc(CCn2c(=N)c(C#N)cc3c(=O)n4ccccc4nc32)cc1 | 1
CC1Cc2ccccc2N1C(=O)C1CCCN(S(=O)(=O)c2cccc3cccnc23)C1 (stereo unspecified) | 3.6*
COc1cc2c(cc1OC)C(c1ccccc1O)N(C1CC(=O)N(c3ccccc3)C1=O)CC2 (stereo unspecified) | 0.99
